Bcl-B displacement: displacers of TR3 peptide from Bcl-B, primary screen, selectivity assay for Bfl-1 inhibitor project, biochemical, fluorescence polarization. FP displacement of FITC-TR3 peptide from Bcl-B; higher % means a stronger effect. 96,000 tested, 0.11% active. Bcl-2-like protein 10 (Homo sapiens). one-dose displacement, % at 20 µM; IC50 in µM for titrated hits;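 active = displacement above 50% at 20 µM plus a fluorescence interference ratio under 1.5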;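 note: plate controls were wells without compound for no effect and wells lacking Bcl-B protein for full effect; a part of the inactive calls stands beside numbers as strong as those of hits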
NFkB transloc inh: inhibitors of IL-1B driven NFkB p65 nuclear import, primary screen, imaging, HUVEC, IL-1B stimulus, high-content imaging. HUVEC IL-1B NFkB p65 nuclear translocation imaging. inhibition, % at 2 µM. 94,000 tested, 0.43% active. AID 796, 2007;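 active = inhibition above about 30% together with a positive call from visual inspection of the well image, limit read from the data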;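 note: nuclear over cytoplasmic p65 intensity ratio measured by imaging; 0% = IL-1B stimulated DMSO wells and 100% = unstimulated DMSO wells; values of inactives mirror those of a sister screen read the other way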
MRP reversal: reversal of MRP1-mediated doxorubicin resistance, primary screen, H69AR cells, doxorubicin co-treatment; H69AR cells + 2 uM doxorubicin, CellTiter-Glo, 72 h; differential viability (reversal), % at 10 µM; 85,000 tested, 0.04% active;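 active = viability drop by adding the cancer drug above about 55%, with treated viability meeting a 40% cutoff, limit read from the data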;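 note: viability without doxorubicin minus viability with 2 µM doxorubicin for each compound; larger differential means the compound sensitizes cells more to doxorubicin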
PLAP inhibitors HTS: PLAP enzyme inhibitors, biochemical, luminescence, HTS (AID 690). 96,000 tested, 0.08% active. purified PLAP, luminescent substrate; higher % means a stronger effect. Alkaline phosphatase, placental type (Homo sapiens). inhibition, % at 20 µM; hits with a dose series show IC50 in µM; in the data active = a potency from the dose series; inactive = the rest, 99 in 100 with inhibition below about 30%; note: strong numbers were not always called active
NFkB transloc pot: enhancers of NFkB p65 translocation in HUVEC – imaging, IL-1B stimulus, high-content imaging, primary screen; HUVEC IL-1B NFkB p65 nuclear translocation imaging; activation, % at 2 µM; 94,000 tested, 0.3% active;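 active = activation above 40%, about the mean plus 3 SD, also judged a hit on visual image review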;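 note: percent activation is computed from the nuclear over cytoplasmic p65 intensity ratio; values of inactives mirror those of a sister screen read the other way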
MRP reversal cytotoxicity: further read-out of MRP reversal, marked with its call; viability, %; H69AR cells, CellTiter-Glo, 72 h; measured here: cytotoxicity without doxorubicin
MRP reversal with doxorubicin: second read-out of MRP reversal, no call of its own (marks repeat the call); viability, %; measured here: viability with 2 uM doxorubicin; hits give low values
NFkB transloc inh cell count 2 µM: recorded beside NFkB transloc inh, whose call it bears; cell count; measured here: cells passing quality filter;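 raw number of nuclei counted in each imaged well without normalization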
NFkB transloc pot cell count 2 µM: further read-out of NFkB transloc pot, marked with its call; cell count; measured here: cells passing quality filter
* hit, by the source's call; . = not tested or not shown. Only part of the results is shown; count on the stated rates, not on these rows.

Sequence of screens – Bcl-B displacement	NFkB transloc inh	NFkB transloc inh cell count 2 µM	MRP reversal	MRP reversal cytotoxicity	MRP reversal with doxorubicin	PLAP inhibitors HTS	NFkB transloc pot	NFkB transloc pot cell count 2 µM
- O=C(Nc1ccc(Oc2ccccc2)cc1)c1cnc2n(c1=O)CCS2
  8.1%	-4.4	161	5.3	77.5	72.2	11.9%	4.4	161
- Cc1cc(N2CCN(c3nc(N4CCOCC4)nc4ccccc34)CC2)c2ccccc2n1
  .	5.2	109	-13.3	50.3	63.6	.	-5.2	109
- N=c1c2c3c(sc2ncn1CCN1CCOCC1)CCCC3
  -12.7%	12.1	69	0.9	87.8	87.0	-1.4%	-12.1	69
- Cn1c(=O)c(C(=O)NCCO)c(O)c2ccccc21
  3.8%	-7.8	129	15.1	92.4	77.3	-2.0%	7.8	129
- COc1ccc(C(=O)Nc2sc(C)c(-c3ccccc3)c2C#N)cc1OC
  11.4%	-6.6	188	.	.	.	-14.1%	6.6	188
- CCc1ccc(C(=O)CSC2=C(C#N)C(c3ccco3)C(C(C)=O)=C(C)N2)cc1 (centres undefined)
  -23.8%	-11.2	104	.	.	.	-21.4%	11.2	104
- CCn1c(O)c(C=NCc2cccs2)c(=O)n(CC)c1=S
  7.2%	11.6	61	-12.8	85.6	98.4	16.5%	-11.6	61
- COc1ccc(S(=O)(=O)N2CCCCC2)cc1
  1.4%	.	.	13.3	104.3	91.0	-4.2%	.	.
- CCOC(=O)c1cc(OC(=O)c2ccccc2OC)n(-c2ccccc2)n1
  -20.1%	-8.3	174	-5.3	77.7	83.0	-0.6%	8.3	174
- Cc1ccc(-c2noc(CCC(=O)Nc3ccccc3N3CCN(C)CC3)n2)cc1
  4.6%	1.5	141	-8.9	97.2	106.1	-54.4%	-1.5	141
- Cc1ccc2c(Cl)c(C(=O)NCc3cccnc3)sc2c1
  -0.6%	-0.1	86	.	.	.	-0.4%	0.1	86
- CCC(=O)N(C)C(c1ccccc1Cl)c1nnnn1-c1c(C)cccc1C (centres undefined)
  9.0%	1.1	201	.	.	.	1.9%	-1.1	201
- O=C(CN1CCOc2ccccc21)N1CCN(c2cccc(Cl)c2)CC1
  .	-2.7	175	2.2	81.5	79.3	.	2.7	175
- CC(=O)Nc1cc(-c2nn3c(C)nnc3s2)ccc1C
  -8.9%	-13.3	200	3.9	95.0	91.2	2.9%	13.3	200
- Cc1csc(NC(=O)CSc2nnc(-c3ccoc3C)o2)n1
  -3.6%	5.2	60	6.7	100.7	94.0	-24.9%	-5.2	60
- CCOc1ccccc1C1C(C#N)=C(N)Oc2cc(C)n(C)c(=O)c21 (centres undefined)
  11.8%	-19.1	133	.	.	.	6.8%	19.1	133
- CCOC(=O)C1=C(C)NC(=O)NC1c1ccc(Cl)cc1Cl (centres undefined)
  -1.3%	4.6	150	20.0	104.0	84.0	13.3%	-4.6	150
- CCN1C(=O)/C(=C\c2ccco2)C(C(=O)OC)=C1C
  -1.7%	-5.2	105	.	.	.	17.3%	5.2	105
- Cc1cc(Br)ccc1OCC(=O)N(Cc1nc(-c2ccccc2)no1)C(C)C
  -3.0%	-6.5	140	9.4	82.2	72.8	-36.7%	6.5	140
- Cc1ccc(S(=O)(=O)Cn2nnnc2C(C(C)C)N2CCSCC2)cc1 (centres undefined)
  -7.8%	-12.5	114	18.6	98.4	79.8	-5.7%	12.5	114

Some of these compounds in order of number of heavy atoms, high to low:
Sequence of screens – Bcl-B displacement	NFkB transloc inh	NFkB transloc inh cell count 2 µM	MRP reversal	MRP reversal cytotoxicity	MRP reversal with doxorubicin	PLAP inhibitors HTS	NFkB transloc pot	NFkB transloc pot cell count 2 µM
- Cc1ccc(S(=O)(=O)Cn2nnnc2C(C(C)C)N2CCSCC2)cc1 (centres undefined)
  -7.8%	-12.5	114	18.6	98.4	79.8	-5.7%	12.5	114
- Cc1ccc2c(Cl)c(C(=O)NCc3cccnc3)sc2c1
  -0.6%	-0.1	86	.	.	.	-0.4%	0.1	86
- COc1ccc(S(=O)(=O)N2CCCCC2)cc1
  1.4%	.	.	13.3	104.3	91.0	-4.2%	.	.

Of the compounds above, three have two or more sulfur atoms:
Sequence of screens – Bcl-B displacement	NFkB transloc inh	NFkB transloc inh cell count 2 µM	MRP reversal	MRP reversal cytotoxicity	MRP reversal with doxorubicin	PLAP inhibitors HTS	NFkB transloc pot	NFkB transloc pot cell count 2 µM
- CCn1c(O)c(C=NCc2cccs2)c(=O)n(CC)c1=S
  7.2%	11.6	61	-12.8	85.6	98.4	16.5%	-11.6	61
- Cc1csc(NC(=O)CSc2nnc(-c3ccoc3C)o2)n1
  -3.6%	5.2	60	6.7	100.7	94.0	-24.9%	-5.2	60
- Cc1ccc(S(=O)(=O)Cn2nnnc2C(C(C)C)N2CCSCC2)cc1 (centres undefined)
  -7.8%	-12.5	114	18.6	98.4	79.8	-5.7%	12.5	114

Next entries:
Sequence of screens – Bcl-B displacement	NFkB transloc inh	NFkB transloc inh cell count 2 µM	MRP reversal	MRP reversal cytotoxicity	MRP reversal with doxorubicin	PLAP inhibitors HTS	NFkB transloc pot	NFkB transloc pot cell count 2 µM
- COC(=O)c1cccc(NC(=O)C2COc3ccccc3O2)c1 (centres undefined)
  -9.0%	5.2	180	2.4	95.7	93.3	27.2%	-5.2	180
- COc1ccc(-n2c(Cc3cccn3C)nnc2SCC(=O)Nc2cccc(NC(C)=O)c2)cc1
  -2.7%	.	.	5.8	101.5	95.7	-52.8%	.	.
- O=C(NCc1cccnc1)c1ccc(S(=O)(=O)N2CCOCC2)cc1
  -4.6%	16.9	149	15.9	103.7	87.8	15.8%	-16.9	149
- C/C(=C\c1ccccc1)C(=O)Nc1cc(C)on1
  -0.9%	-15.2	169	3.2	91.0	87.8	2.0%	15.2	169
- CCCSC(=S)NC1CCS(=O)(=O)C1 (centres undefined)
  -0.1%	.	.	.	.	.	2.1%	.	.
- CCC1CCCCN1CC(=O)Nc1cc(C)nn1-c1nc(C)cc(C)n1 (centres undefined)
  0.4%	-0.4	198	-34.2	18.6	52.8	-78.4%	0.4	198
- Cc1ccc(OC(=O)c2oc3ccc(F)cc3c2C)c(C)c1
  0.5%	-17.5	118	.	.	.	0.0%	17.5	118
- Cc1ccc(OCc2nnc(SCC(=O)N3CCc4ccccc43)n2C)cc1
  .	0.7	202	-4.0	99.6	103.6	.	-0.7	202
- Cc1ccc(C2CC(c3cccc(Br)c3)Nc3nnnn32)cc1 (centres undefined)
  -5.8%	-1.2	112	5.6	83.4	77.8	-20.0%	1.2	112
- COc1ccc(C(c2nnnn2Cc2cccs2)N2CCC(C(N)=O)CC2)c(OC)c1 (centres undefined)
  -8.0%	2.7	96	.	.	.	-26.4%	-2.7	96
- COc1ccc(CC(=O)O/N=C(\N)Cc2ccc(OC)cc2)cc1
  -5.1%	2.9	140	.	.	.	0.2%	-2.9	140
- COc1ccc(C(=O)/C=C(\C)Nc2ccc3c(c2)OCO3)cc1
  -2.5%	-4.0	150	.	.	.	5.2%	4.0	150
- COc1ccc(NC(=O)C2CCCN(C(=O)NC3CCCCC3)C2)cc1OC (centres undefined)
  -6.1%	3.7	88	10.6	96.8	86.2	-11.2%	-3.7	88
- COc1cc(OC)cc(C(=O)N2CCN(Cc3cccc(F)c3)CC2)c1
  13.3%	-2.3	146	7.1	93.4	86.3	-47.3%	2.2	146
- Cc1nn(-c2cc(N3CCCCC3)ccc2[N+](=O)[O-])c(=O)c2ccccc12
  .	-8.0	123	-10.3	86.9	97.2	.	8.0	123
- COc1ccc(OC)c(NC(=O)C2C3C=CC(C3)C2C(=O)NCc2ccccn2)c1 (centres undefined)
  -1.2%	9.4	134	4.8	96.3	91.5	-7.8%	-9.4	134
- COc1ccc(S(=O)(=O)N2CCCC(C(=O)O)C2)cc1Cl (centres undefined)
  -2.7%	-4.5	126	11.2	95.4	84.3	3.5%	4.5	126
- COC(=O)c1ccc(C(=O)OC)c(NC(=O)COC(=O)CC2CC3CCC2C3)c1 (centres undefined)
  6.3%	0.4	143	.	.	.	-42.0%	-0.4	143
- Cc1oc(C(=O)O)cc1COc1ccc2c3c(c(=O)oc2c1C)CCC3
  26.0%	-16.7	174	0.2	73.0	72.8	-42.8%	16.7	174
- CC(=O)Oc1ccc(C(=O)Nc2nnc(C)s2)cc1
  -12.4%	-1.8	146	-1.5	84.3	85.8	8.3%	1.8	146
- CCOc1cc(-c2nc(-c3ccc(C)nc3OC)no2)cc(OCC)c1OCC
  -13.1%	-9.4	149	17.1	89.9	72.8	-27.6%	9.4	149
- COc1ccc(C(=O)Nc2cccc(C)c2)cc1
  6.1%	-11.9	141	-9.1	86.8	95.8	12.8%	11.9	141
- CCC(CC)C(=O)Nc1cccc(/C(C)=N/NC(=O)c2c(Br)cnn2C)c1
  1.8%	-2.8	103	.	.	.	-19.7%	2.8	103
- Cc1nc2ccccc2nc1OCC(=O)NCc1ccc2c(c1)OCO2
  -1.5%	-9.5	190	1.9	86.4	84.5	15.2%	9.5	190
- CCc1ccc(CC)c(S(=O)(=O)Nc2ccc(C(=O)O)c(O)c2)c1
  -1.1%	-8.6	120	-4.5	86.7	91.2	-3.2%	8.6	120
- O=C(CSc1nnc(COc2ccc(Cl)cc2)n1Cc1ccco1)c1ccccc1F
  5.7%	15.7	92	-9.6	67.8	77.5	11.0%	-15.7	92
- CCc1[nH]nc2c1C(c1ccsc1)C(C#N)=C(N)O2 (centres undefined)
  .	7.6	166	-14.2	61.3	75.4	.	-7.6	166
- COc1ccc(C(=O)NCC(=O)NCC2COc3ccccc3O2)cc1 (centres undefined)
  -0.6%	3.0	203	.	.	.	-8.5%	-3.0	203
- COc1ccc(/C=C(\C#N)C(=O)NCC2CCCO2)cc1OC (centres undefined)
  1.4%	3.4	45	.	.	.	-11.7%	-3.4	45
- CCOC(=O)c1c(-c2ccccc2)nc2ccc(C)cn12
  0.1%	-8.9	177	.	.	.	12.7%	8.9	177
- Cc1ccc(C(=O)NC(=S)Nc2cccc3c(C)cc(C)nc23)cc1
  9.5%	0.8	88	.	.	.	13.1%	-0.8	88
- CCn1nnc(NC(=O)COc2cc(C)ccc2C(C)C)n1
  -2.1%	-20.8	166	17.1	99.4	82.4	-9.3%	20.8	166
- COc1ccc(C(=O)NN(C)c2nc(-c3ccccc3)nnc2C(F)(F)F)cc1
  -3.6%	-7.3	129	.	.	.	-5.2%	7.3	129
- COCCn1c(C)cc(C2=NNC(=Nc3ccccc3)SC2)c1C
  -11.4%	4.3	139	-24.2	42.4	66.5	-5.4%	-4.3	139
- C=CCn1c(CCC(=O)O)ccc1-c1ccccc1
  -9.1%	-5.0	157	-4.8	90.6	95.4	-4.3%	5.0	157
- O=C(CN1C(=O)c2cccc3cccc1c23)NCc1ccncc1
  9.9%	-4.5	132	-3.4	86.5	89.8	-0.3%	4.5	132
- CC(C)c1ccc2oc(-c3cc(N)ccc3O)nc2c1
  -15.2%	13.3	126	-14.2	50.6	64.8	-4.8%	-13.3	126
- O=C(O)CSc1nc(-c2ccccc2)nc2c1oc1ccccc12
  5.7%	-20.1	122	-4.0	65.4	69.4	8.8%	20.1	122
- Cc1ccc2cc(C(c3nnnn3C3CCCC3)N(Cc3ccccc3)Cc3ccco3)c(=O)[nH]c2c1 (centres undefined)
  -37.2%	20.4	103	-10.2	68.0	78.2	-41.7%	-20.4	103
- Cc1nnc(C)n1/N=C/c1ccc(-c2ccccc2)cc1
  -5.3%	-9.5	166	21.7	95.1	73.4	-33.2%	9.5	166
- CCC1(C)OC(=O)N(CCCn2ccnc2C)C1(C)O (centres undefined)
  1.9%	-1.6	177	0.2	93.4	93.1	-11.7%	1.6	177
- CCCCn1nc2cc(C(=O)NCCc3ccc(C)cc3)ccc2c1OCC
  -6.3%	-6.9	120	.	.	.	4.6%	6.9	120
- COc1ccc(NC(=O)CSc2ncnc3c2cnn3Cc2ccccc2)cc1OC
  -1.0%	3.6	165	6.0	84.4	78.5	23.1%	-3.6	165
- CCOC(=O)CCC(NC(=O)c1ccc(NCN2C(=O)CCC2=O)cc1)C(=O)OCC (centres undefined)
  -5.6%	-12.5	132	4.6	105.6	101.0	-9.5%	12.5	132

Screening data deposited in PubChem BioAssay by several laboratories.
